# LDHA block: inhibitors of human lactate dehydrogenase A; P00338; purified LDHA, NADH/diaphorase-resazurin fluorescence; active compounds read low; activity change, % (values are at about 110 or 230 µM); hit rate 0.15% among 480,000; AID 1347041; in the data active = activity change below about -30%; inconclusive = mostly about -25% to -30%;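 also: plate controls were DMSO wells for no effect and wells without enzyme for full effect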
#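 Human LDH5 (2 nM) was incubated with 0.06 mM NADH and 0.2 mM pyruvate for 5 min at room temperature in Tris pH 7.4. Remaining NADH was coupled through diaphorase/resazurin, and resorufin fluorescence was read at 0 and 20 min.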
# The depositor's hits bear a star; ? = inconclusive. These rows are one share of the data; count on the stated rates, not on these rows.
SMILES,LDHA block
Cc1cc(C(C)(C)C)cc(C)c1Cn1c(Cl)nc2c1c(=O)n(C)c(=O)n2C,8
COc1cc(C(=O)Nc2cccc(O)c2)c2ccccc2n1,9
Cn1cnc2c1c(=O)n(CC(=O)Nc1ccc(N3CCCCCC3)cc1)c(=O)n2C,10
CCc1ccc2cc(-c3ccc(C)c(C)c3)cn2c1,14
CNC(=O)CNC(=O)c1cc2cc(C)ccc2nc1C,23
COC(=O)C(C)NC(=O)C12CC3CC(CC(Br)(C3)C1)C2 (centres undefined),-5
Cc1cc(C(=O)N2CCC(NC(=O)C3CCCCC3)CC2)c2ccccc2n1,3
COc1ccc2cc(CNC(=O)CNC(=O)c3cc(C)cc(C)c3)ccc2c1,3
CNC(=O)c1ccc(NC(=O)Cc2ccc(OC)cc2)cc1,-5
CC1=C(C(=O)OC(C)(C)C)C(/C(Cl)=C/c2ccccc2)NC(=O)N1 (centres undefined),1
C#CCN1CCC(C(=O)NC(C)c2ccc(C(F)(F)F)cc2)CC1 (centres undefined),-19
CCOC(=O)C1=C(C)Nc2ncnn2C1c1ccc(O)cc1 (centres undefined),0
Cc1cccc(Cn2cc(/C=C(\C#N)C(N)=O)c3ccccc32)c1,9
CN(CCOc1ccc(Cl)cc1)Cc1cc(=O)oc2cc(O)c(Cl)cc12,9
Cc1cc(N2CCCC2)nc(Nc2ccc(NC(=O)Nc3ccc(Cl)cc3)cc2)n1,1
CC(C)n1ncc2cc(C(=O)Nc3ccc(OCC(F)(F)F)cc3)cnc21,-24
CCOC(=O)CN(CC(=O)NC1(C#N)CCCC1)C1CC1,-3
CN(Cc1cccc(F)c1)c1ccc(S(N)(=O)=O)cn1,4
COC(=O)C(C)(C)NC(=O)c1ccc2c(c1)NC(=O)CS2,-4
Cc1sc2nc(SCc3noc(C(C)(C)C)n3)n(C)c(=O)c2c1C,6
COCCn1c(SCc2ccc(Cl)cc2Cl)nnc1-c1ccncc1,-2
CN(NC(=O)CCCNC(=O)c1ccc(Cl)cc1)c1ccccc1,4
O=C(Nc1cccc(O)c1)c1cc(-c2ccncc2)nc2ccccc12,11
COc1cccc(NC(=O)/C=N/O)c1,9
CN(Cc1cccs1)C(=O)Cc1n[nH]c(=O)c2ccccc12,11
# (listing goes on)
SMILES,LDHA block
Cc1nc2ccc(C(=O)OC(C)C(=O)NC3CCCCCC3)cc2nc1C (centres undefined),15
CCCCCCn1c(SCC(=O)Nc2ccccc2)nc2c1c(=O)[nH]c(=O)n2C,6
CSc1ccc(NC(=O)CCCc2nc(C(C)C)no2)cc1,-1
COc1cccc(CN(C)C(=O)C23CC4CC(C2)CC(c2ccccc2)(C4)C3)c1OC,3
O=C(CCc1ncc(-c2ccc(F)cc2)o1)NCc1ccc(OC(F)F)cc1,-8
Cc1ccc(C)c(NC(=O)CCc2ncc(-c3c(F)cccc3F)o2)c1,-3
Cc1cc2oc(=O)cc(COC(=O)CCCN=C3NS(=O)(=O)c4ccccc43)c2cc1C,6
CN(Cc1ccccc1)C(=O)C1CCCN(Cc2ccccc2C(F)(F)F)C1 (centres undefined),1
CC(C)C(=O)NC(=S)Nc1ccc(Cl)cc1,-3
CCC(CC)NC(=O)COc1ccccc1NC(C)=O,4
CNC(=O)CCN(C)C(=O)Nc1ccc(C(F)(F)F)cc1,-2
Cc1nc(NC(=O)C(C)(C)C)sc1-c1nc(N)sc1-n1cc(-c2ccccc2)nn1,2
CCOc1ccc(C(=O)/C=C/c2ccccc2)cc1,-3
COc1cc(C(C)NC(=O)c2c(C)noc2C)cc(OC)c1OC (centres undefined),-2
CC(Sc1cc(-c2ccccc2)ncn1)C(=O)c1ccccc1 (centres undefined),6
COc1cc(-c2nc3c4c5c(sc4ncn3n2)CCCC5)ccc1OC(F)F,-4
CCCNC(=O)N1C[C@H](O)COC[C@H]2O[C@@H](CC(=O)N[C@@H]3CCN(Cc4ccccc4)C3)CC[C@@H]21,-9
CCS(=O)(=O)NCCC(c1ccccc1)c1ccccc1,8
CCOC(=O)c1cnc(Nc2ccc(C)c(C)c2)c2ccccc12,2
O=C(NNC(=O)C12CCC(CC1)C2)c1ccncc1,-6
Cn1cc(S(=O)(=O)N2CCCC(C(=O)Nc3ccn(Cc4c(F)cccc4Cl)n3)C2)cn1 (centres undefined),2
COc1cccc(/C=C/C(=O)c2ccc(O)cc2)c1,7
Cc1cc(C)cc(N2CC(C(=O)OCC(=O)c3ccccc3)CC2=O)c1 (centres undefined),11
CCCCc1c(-c2ccc(OC)cc2)ncn1CCc1ccccc1OC,5
O=C(O)C(NCc1ccco1)c1c[nH]c2ccccc12 (centres undefined),1

# 2 entries from above in a different format.
structure	LDHA block
CNC(=O)CNC(=O)c1cc2cc(C)ccc2nc1C	23
COC(=O)C(C)NC(=O)C12CC3CC(CC(Br)(C3)C1)C2 (centres undefined)	-5

# Some of the entries so far, with each value named.
CNC(=O)CCN(C)C(=O)Nc1ccc(C(F)(F)F)cc1
  LDHA block = -2

CCOc1ccc(C(=O)/C=C/c2ccccc2)cc1
  LDHA block = -3

Cc1cc(C(C)(C)C)cc(C)c1Cn1c(Cl)nc2c1c(=O)n(C)c(=O)n2C
  LDHA block = 8

Cc1nc(NC(=O)C(C)(C)C)sc1-c1nc(N)sc1-n1cc(-c2ccccc2)nn1
  LDHA block = 2

# The listing picks up, starting 3 compounds before the break.
SMILES,LDHA block
Cc1cc(C)cc(N2CC(C(=O)OCC(=O)c3ccccc3)CC2=O)c1 (centres undefined),11
CCCCc1c(-c2ccc(OC)cc2)ncn1CCc1ccccc1OC,5
O=C(O)C(NCc1ccco1)c1c[nH]c2ccccc12 (centres undefined),1
CCOc1cccc(CNCc2cccs2)c1OCc1ccccc1,-4
CC(C(=O)NC1CCCC1)N1CCC(C(=O)NCc2ccco2)CC1 (centres undefined),4
COc1ccc(C(CC(=O)NCc2cccnc2)Sc2n[nH]c(-c3ccc(F)cc3)n2)cc1 (centres undefined),1
CC(C)(C)c1cc(CSc2nc3ccccc3s2)cc(C(C)(C)C)c1O,4
COC(=O)C[C@H]1C=C[C@H](NS(=O)(=O)c2cn(C)cn2)[C@@H](CO)O1,3
Cc1ccc(C)c(NC(=O)Cn2c(-n3nc(C)cc3C)nc(-c3ccccc3)cc2=O)c1,-6
CSc1ccc(C(C)NC(=O)c2ccccc2Cl)cc1 (centres undefined),0
S=c1sc2c(s1)SCCCS2,4
N#C/C(=C\c1ccc(-c2ccc(Cl)c(Cl)c2)o1)c1ccccc1,10
CC(C)OC(=O)/C(C#N)=C\c1ccc(O)c(Br)c1,7
N#CCc1ccc(OCC(O)Cn2cnc3cc(Cl)ccc3c2=O)cc1 (centres undefined),2
O=C(Nc1nc2ccc(F)cc2s1)c1nn(-c2ccccc2)ccc1=O,-2
COc1ccc(C)cc1-n1c(SCC(=O)Nc2ccc3c(c2)OCO3)nc2ccccc2c1=O,6
O=C(CSC1=NC2(CCCCC2)N=C1c1cccs1)NCc1ccc(F)cc1,5
Cc1cc(N/N=C/c2ccc(Cl)c([N+](=O)[O-])c2)nc2ccccc12,3
Cc1ncc(-c2ccc(S(=O)(=O)Nc3cc(Cl)ccc3C)cc2)o1,-2
O=C(COC(=O)c1cccc([N+](=O)[O-])c1)c1ccc(Cl)cc1,4
COc1cc(CCC2CCN(C(=O)Nc3ccccc3OC)CC2)cc(OC)c1,5
Cc1c(C)n(CCCN(C)C)c2ncn3nc(COc4ccc(C(C)(C)C)cc4)nc3c12,0
c1cc(OCc2ccc3c(c2)OCCO3)ccc1CNCC1CCCO1 (centres undefined),3
O=C(CN1CCCCCC1)Nc1nc(-c2ccccc2)cs1,6
CC1CCN(C(=O)C(=O)N2CCN(c3nc(-c4ccco4)c4c(c3C#N)CCCC4)CC2)CC1,0
COc1ccc(OCCNC(=O)Cc2n[nH]c(=O)c3ccccc23)cc1,-2
O=C(NCC1CC1)C1CCCN(C(=O)Cc2c[nH]c3ccccc23)C1 (centres undefined),0
Cc1ccc(NCCC(=O)O)cc1,-1
# Continuation.
SMILES,LDHA block
Cc1ccc(C(CNC(=O)c2cc3ccccc3oc2=O)N(C)C)o1 (centres undefined),-5
CN(C)C(=O)c1ccc(NC(=O)c2cc(-c3ccncc3)nc3ccccc23)cc1,-1
CC(=O)c1ccc(N2CCN(C(=O)CCc3ncc(-c4ccc(F)cc4)o3)CC2)c(F)c1,2
CC(Sc1nnc(N2CCOCC2)n1-c1cccc(F)c1)c1nnc(-c2cccs2)o1 (centres undefined),13
Cc1ccc(NC(=O)C(C#N)=C2CCC(C)CC2)cc1 (centres undefined),-1
CC1(C)OC(=O)C2=C(C[C@@H](C3CCCCC3)O[C@@H]2c2ccc(Cl)cc2)O1,2
O=C(Oc1cccc2cccnc12)c1cccc2ccccc12,22
Cc1c(CC(=O)O)c(=O)oc2cc(OCc3ccccc3Cl)ccc12,6
Cc1ccc(C2=CC(c3c(F)cccc3Cl)n3ncnc3N2)cc1 (centres undefined),6
CC(C(=O)N(C)c1ccccc1)S(=O)(=O)Cc1ccccc1F (centres undefined),-8
N#Cc1ccc(-c2nc3c4ccccc4ccn3c2CC2CCCCC2)cc1,0
CCOC(=O)c1ccccc1NC(=O)CN1CCCN(Cc2ccccc2)S1(=O)=O,5
COc1ccc(-c2csc(NC(=O)c3ccc(Cl)c(N4CCCC4=O)c3)n2)cc1F,-2
CC(C)C(=O)Nc1cc(Cl)ccc1Cl,3
CCOC(=O)CCNC(=O)N1CCCCCC1c1ccc(C)s1 (centres undefined),0
COc1ccccc1C(C)NC(=O)CN1CCN(c2ccc([N+](=O)[O-])c3cnccc23)CC1 (centres undefined),9
COc1ccc(CC(=O)Oc2ccc(Br)cc2Cl)cc1,-1
Cc1ccc(S(=O)(=O)N2CCN(C(=O)C3CC(=O)Nc4cc(F)ccc43)CC2)c(C)c1 (centres undefined),5
CC(C)N(Cc1cnn(C)c1)C(=O)C1CC(=O)N(c2ccccc2)C1 (centres undefined),5
CCOc1ccc(Nc2oc(-c3ccccc3C)nc2C#N)cc1,-16
Cc1ccc(SC(=O)c2ccccc2Br)cc1,5
COc1ccc(-c2nc3c(c(SC(C)C(=O)Nc4ccccc4OC)n2)COC(C)(C)C3)cc1 (centres undefined),2
O=C1CCc2cc(Cl)c(S(=O)(=O)Nc3ccc(Cl)c(Cl)c3)cc2N1,-1
CC(=O)c1cnn(-c2cc(Nc3cccc(Cl)c3)nc(C)n2)c1C,-3
CN(CC1CC1)C(=O)c1cc(-c2ccccc2Cl)nc2ccccc12,-10
# (next part)
SMILES,LDHA block
N#Cc1cccc(Oc2cccc(-c3cnc4ccccc4n3)c2)c1C#N,-3
CCC(=O)Nc1sc(C)c(CC)c1C(=O)O,6
COC(=O)c1cccc(C(=O)NCC2CCC2)c1,2
Cc1ccccc1-n1nnnc1C(C)(C)N1CCOCC1,-2
Cc1nn(C)cc1CN(C)C(=O)Cn1nc(C(F)(F)F)c(Cl)c1C,-9
CCOC(=O)C1=C(C)NC(=O)C1(NC(=O)c1ccco1)C(F)(F)F (centres undefined),-2
O=C(NCCN1CCN(S(=O)(=O)c2ccc3ccccc3c2)CC1)C(=O)Nc1ccccc1,0
O=C(NC1CC1)C(NCc1ccc(F)cc1)c1ccc(F)cc1 (centres undefined),-10
Cc1c(C)n(Cc2ccncc2)c2ncn3nc(Cc4ccccc4)nc3c12,15
CCn1c(SCC(=O)c2ccc(Br)s2)nnc1-c1ccccc1,-11
CCc1cc(C(c2ccc(OC)c(OC)c2)N2CCN(CC)CC2)c(NC(=O)c2ccco2)s1 (centres undefined),-12
Cc1ccnc(NC(=S)N2CCN(c3cccc([N+](=O)[O-])c3)CC2)c1,-10
c1ccc(-n2ncc3c(Nc4cccc5c4CCCC5)ncnc32)cc1,2
O=C(O)CCC(=O)N1CCN(CCc2ccccc2)CC1,?
Cc1cc2oc(=O)cc(CN(C)CC(=O)N(C)C)c2cc1C,-2
CN(C(=O)c1cnc(N2CCOCC2)c2ccccc12)c1ccccc1Cl,11
O=C(Cc1cccs1)N/N=C/c1cccc2ccccc12,5
c1ccc(CSc2ccc(Oc3ccc(SCc4ccccc4)cc3)cc2)cc1,-2
Cc1nn(CC(C)C)c2sc(C(=O)N3CCN(S(=O)(=O)c4cc(F)ccc4F)CC3)cc12,-8
COc1cc(OC)c(NS(=O)(=O)c2cc(-c3n[nH]c(=O)c4c3CCCC4)ccc2C)cc1Cl,1
CSCC(=O)NC(=O)NCc1ccco1,-1
CCn1c(=O)c(=O)n(CC)c2cc(N3CCCCC3)c(NC(=O)c3ccc(C)cc3)cc21,-14
O=C1c2c(-c3ccc(Br)cc3)noc2CCN1Cc1cn(-c2ccccc2)nn1,-7
O=C(CNC(=O)c1cc2ccccc2oc1=O)c1ccccc1,4
Cc1ccc(-c2nnn(CC(=O)N(C)Cc3ccc(Cl)s3)n2)cc1,3
CC(NC(=O)C(c1ccccc1)C1CCCC1)C12CC3CC(CC(C3)C1)C2 (centres undefined),4

# Assay outcomes from PubChem BioAssay.
